mIAP act: mouse IAP activation | muIAP, CDP-Star luminescence, 30 min; active compounds read high; 1 = vehicle-only enzyme signal, 0 = enzyme-free wells | activation factor at 10 µM | 330,000 compounds, 0.24% hits | AID 2805;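 active = activation factor of at least 2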; also: the source names both 10 and 20 µM as test concentration; values of inactives mirror those of a sister screen read the other way
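System: mouse IAP enzyme. Reagent: CDP-Star chemiluminescent phosphatase substrate. Benchmarks: DMSO wells, no-enzyme wells. Times: 30 min enzyme-substrate-compound incubation at room temperature. Detection: luminescence from enzymatic CDP-Star hydrolysis. Doses: test compounds delivered from DMSO solution.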
TIM10 inh: growth inhibitors of TIM10 yeast strain; S. cerevisiae TIM10 strain growth, BacTiter-Glo luminescence, 24 h; inhibition, % at 10 µM; 330,000 compounds, 1.4% hits; AID 463195;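 active = inhibition of 40% or more at the single tested concentration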;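 also: wild-type TIM10 isogenic control strain grown at permissive 25 °C; 0% = DMSO yeast wells and 100% = minimal medium wells without yeast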
hIAP activ: increases human intestinal alkaline phosphatase activity | activation factor at 10 µM | 330,000 compounds, 0.16% hits | P09923 | purified human IAP, CDP-Star luminescence, 30 min; active compounds read high; 1 = vehicle-only enzyme, 0 = enzyme-free background | AID 2524;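 active = activation factor of the enzyme at least 2-fold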; also: the source names both 10 and 20 µM as test concentration; values of inactives mirror those of a sister screen read the other way
Target sequence (P09923 whole entry, looked up): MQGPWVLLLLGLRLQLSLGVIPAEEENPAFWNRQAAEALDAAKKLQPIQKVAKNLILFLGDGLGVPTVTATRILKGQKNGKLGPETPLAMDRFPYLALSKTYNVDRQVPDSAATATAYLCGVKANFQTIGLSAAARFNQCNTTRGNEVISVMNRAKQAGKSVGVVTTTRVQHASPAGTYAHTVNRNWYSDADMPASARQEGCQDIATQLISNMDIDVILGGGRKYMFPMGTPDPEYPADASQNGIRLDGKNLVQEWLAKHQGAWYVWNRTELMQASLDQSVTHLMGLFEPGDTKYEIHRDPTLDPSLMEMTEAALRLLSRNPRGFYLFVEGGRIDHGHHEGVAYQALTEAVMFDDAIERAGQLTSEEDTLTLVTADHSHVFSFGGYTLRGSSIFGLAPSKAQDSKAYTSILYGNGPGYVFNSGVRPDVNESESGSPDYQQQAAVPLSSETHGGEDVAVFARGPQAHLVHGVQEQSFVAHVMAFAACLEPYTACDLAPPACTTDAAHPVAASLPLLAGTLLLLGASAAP
tim10-1 inh: tim10-1 yeast growth inhibition; S. cerevisiae tim10-1 ts strain growth, BacTiter-Glo, 24 h; inhibition, % at 20 µM; 330,000 compounds, 2.2% hits; AID 463190;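 active = inhibition of at least 40%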;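 also: mutant grown at 25 °C; 0% = DMSO wells with yeast and 100% = wells holding no yeast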
NLRP3 yeast inh: inhibitors of NALP3 inflammasome in yeast | Yeast reconstituted NLRP3/ASC/caspase-1, beta-gal luminescence, 24 h | inhibition, % at 10 µM | 330,000 compounds, 0.39% hits | AID 2825;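 active = inhibition of 50% or more; inactive = inhibition below 50%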;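 also: plate controls were induced DMSO wells for no effect and uninduced yeast grown without galactose for full effect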
mIAP block: blocks mouse intestinal alkaline phosphatase; purified mouse IAP, CDP-Star luminescence, 30 min; inhibition, % at 10 µM; 330,000 compounds, 0.2% hits;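 active = inhibition of at least 40% at 10 µM in the primary screen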;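 also: plate controls were DMSO with enzyme for no effect and no enzyme wells for full effect; values of inactives mirror those of a sister screen read the other way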
hIAP inh: blocks human intestinal alkaline phosphatase. P09923. purified IAP, CDP-Star luminescence, 30 min. inhibition, % at 10 µM. 330,000 compounds, 0.12% hits;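 active = inhibition reaching a set limit with compound at 10 µM in the primary screen, cut at about 35% in these data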;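 also: plate controls were DMSO wells with enzyme for no effect and no-enzyme buffer wells for full effect; values of inactives mirror those of a sister screen read the other way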
Apaf1 inhib: human Apaf-1 inhibition; O14727; reconstituted apoptosome caspase-3 activity, DEVD-Rh110 fluorescence; inhibition, % at 20 µM; 330,000 compounds, 0.71% hits; AID 489030; active = inhibition of at least 40% at 20 µM;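 also: plate controls were DMSO wells for no effect and DEVD-CHO caspase inhibitor wells for full effect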
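System: reconstituted apoptosome with Apaf-1, cytochrome c, caspase-9, procaspase-3, dATP; Signal: Rh110 fluorescence intensity; Schedule: 30 min compound preincubation, 50 min activation, room temperature; Reagent: cytochrome c trigger plus (Z-DEVD)2-Rh110 caspase-3 substrate.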
ATG4B inh: ATG4B (human) cysteine protease inhibition; Q9Y4P1; ATG4B cleavage of LC3-PLA2, NBD-HPC fluorescence, 1 h; inhibition, % at 8.33 µM; 340,000 compounds, 0.51% hits; in the data active = inhibition above about 40%
Target sequence (Q9Y4P1 whole entry, looked up): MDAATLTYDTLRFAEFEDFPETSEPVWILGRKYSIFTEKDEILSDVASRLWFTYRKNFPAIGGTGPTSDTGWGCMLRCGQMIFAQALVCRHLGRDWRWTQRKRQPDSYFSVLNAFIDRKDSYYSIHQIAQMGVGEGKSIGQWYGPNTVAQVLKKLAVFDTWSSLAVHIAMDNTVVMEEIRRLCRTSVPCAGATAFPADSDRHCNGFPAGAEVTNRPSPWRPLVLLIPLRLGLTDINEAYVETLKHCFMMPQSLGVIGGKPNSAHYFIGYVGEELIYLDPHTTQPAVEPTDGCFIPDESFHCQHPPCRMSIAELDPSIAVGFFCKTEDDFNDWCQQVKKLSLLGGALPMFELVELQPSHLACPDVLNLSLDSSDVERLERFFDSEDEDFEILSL
Numbers without * were called inactive; nt = not tested or not shown.

Screens in order – mIAP act, Apaf1 inhib, NLRP3 yeast inh, mIAP block, hIAP activ, tim10-1 inh, hIAP inh, TIM10 inh, ATG4B inh
CCn1c2ccccc2c2cc(NC(=O)c3ccccc3-c3ccccc3C(=O)O)ccc21
    0.95, 3, 10, 5, 1.1, -6, -6, 7, 0
COc1ccc(CNc2c(CO)cnc3c2cnn3C)cc1
    0.92, -14, 7, 8, 0.96, 7, 4, -5, -31
CC(C)c1ccc(OC(=O)c2cccc(S(=O)(=O)N3CCN(C)CC3)c2)cc1
    1.1, 23, 16, -7, 1.4, 30, -39, 8, -6
CCOc1ccc(-n2c(C)nc3cc(C(=O)NCCCN4CCOCC4)ccc32)cc1
    1, 17, 20, -2, 1.2, 6, -16, -1, -12
CCCCN(CCCC)CCNC(=O)CN1C(=O)COc2ccc(S(=O)(=O)N3CCC(C)CC3)cc21
    1.1, -2, 6, -8, 1, 7, -4, -6, -7
CCN(CC(=O)NC1CCS(=O)(=O)C1)C(C)C(=O)Nc1ccc(F)cc1 (centres undefined)
    0.97, -7, 11, 3, 0.86, -3, 14, 3, 3
COc1ccccc1NC(=O)CN(Cc1ccccc1)S(C)(=O)=O
    1, -4, 11, -1, 0.87, 18, 13, 8, 8
Cc1ccc(/C=N/n2c(C)nc3ccccc3c2=O)s1
    1, 6, 21, -1, 0.96, 16, 4, 7, nt
COc1ccc(CCNC(=O)c2ccc(=O)[nH]n2)cc1OC
    0.99, -7, 9, 1, 0.93, -6, 7, 4, -1
C[C@@H](O)[C@@H]1NC(=O)c2cc([N+](=O)[O-])cc(I)c2NCC[C@@H](C(N)=O)NC(=O)CNC1=O
    1.1, -1, -11, -7, 0.91, -2, 9, -2, -1
CC(C)(C)c1ccc(C(=O)N/C(=C/c2cccs2)C(=O)NCc2ccco2)cc1
    0.98, 11, 14, 2, 0.87, 23, 13, 18, -5
Cc1ccc(NC(=O)c2ccc(-c3nn(C)c(=O)c4ccccc34)cc2)c(C)c1
    0.96, 18, -5, 4, 1.2, 32, -16, 0, -4
CC1(C)CC(=O)c2cc3c(N)c(C(=O)NCc4ccccc4)sc3nc2C1
    0.75, 4, -1, 25, 1.1, -10, -10, -22, -11
CCOC(=O)CCC(NC(=O)c1ccc(NCN2C(=O)CCC2=O)cc1)C(=O)OCC (centres undefined)
    0.96, -5, -4, 4, 1.2, 13, -18, -7, -3
COC(=O)c1ccccc1N1C(=O)[C@@H]2C(c3ccc(Br)cc3)=NO[C@@H]2C1=O
    0.92, -6, 9, 8, 0.75, -3, 25, 2, 1
CCOC(=O)CNC(=O)N1CCCC(C(=O)c2ccc3c(c2)OCO3)C1 (centres undefined)
    1, 4, 7, -3, 1.1, 7, -12, -12, -19
COc1ccc(N(CC(=O)NCc2ccc(F)cc2)C(=O)CCC(=O)Nc2nccs2)cc1
    0.98, 21, -11, 2, 0.99, -10, 1, -33, 5
CCCc1nc2ccccc2c(=O)n1/N=C/c1c(C)[nH]n(-c2ccc(C)cc2)c1=O
    1, 3, 2, 0, 1.1, 22, -15, 7, 0
C#CCNC(=O)C1=C[C@@H](c2ccccc2)[C@H](CCCO)[C@@H](OCC)O1
    1.1, -4, 14, -7, 0.94, 17, 6, 14, -5
O=C1N[C@H](Cc2ccccc2)COC(=O)[C@H](Cc2ccc(F)cc2)CC/C=C/C[C@@H]1CC(=O)N(CCO)Cc1ccccc1
    1.4, 24, 11, -35, 1.2, 16, -23, 7, -5
CCn1nc(NS(=O)(=O)c2ccc([N+](=O)[O-])cc2)c2cc3ccccc3nc21
    0.94, 8, 19, 6, 0.97, 2, 3, 11, -2
CC(=O)N/C(=C\c1ccccc1)C(=O)OCC(=O)N(C)C1CCCCC1
    1, -9, 6, -3, 1.1, 19, -6, 6, 6
COc1cccc(NC(=O)CN(C)CC(=O)Nc2ccc(C)c([N+](=O)[O-])c2)c1
    1.1, 6, 28, -7, 1.3, -44, -29, -14, -5
Cc1nccn1CC(=O)N/N=C/c1ccc(O)c(O)c1
    0.72, 3, 6, 28, 1, 1, -4, 0, nt
Cn1nc(C(=O)NNC(=O)c2cccc(Cl)c2)ccc1=O
    0.9, -4, 5, 10, 1.1, 9, -14, 1, -14
CN1CCN(NC(=O)/C=C/c2ccc(Br)cc2)CC1
    0.98, -13, -1, 2, 0.92, 1, 8, 11, -8
O=C(CN1CCCCC1)Nc1ccc(C(F)(F)F)cc1Cl
    0.98, 5, 21, 2, 1, -35, -3, -21, 0
Cc1ccc(-c2csc(NC(=O)c3ccc([N+](=O)[O-])o3)n2)cc1
    1, 18, 26, -5, 0.95, -139, 5, -85, -3
O=C(NCc1ccccc1)Nc1cccn(Cc2ccc(Cl)cc2)c1=O
    1.1, 8, 26, -9, 1.1, -4, -7, -3, 12
CN(Cc1nccn1C)C(=O)c1ccc2nc(Cc3ccccc3F)oc2c1
    1, -9, 7, -2, 1.3, 15, -27, -14, -10
CCn1c(SCc2cccc(C)c2)nnc1-c1ccccc1
    0.98, 8, -8, 2, 1.1, 47*, -7, 29, 8
CN1/C(=C\C(=O)Nc2ccc(Cl)cc2)C(C)(C)c2ccccc21
    1, 9, 18, -3, 1.1, 52*, -11, 59*, 7
COc1ccc(S(=O)(=O)n2c([N+](=O)[O-])cnc2C)c(C)c1C
    1, -5, 20, -1, 0.96, -3, 4, -7, -6
Cc1cccc(NC(=O)CN2C(=O)CCS(=O)(=O)c3ccccc32)c1C
    1, 5, -4, 0, 1.3, 1, -32, 6, 0
CC(C)C[C@H](NC(=O)c1nc[nH]c1C(=O)N1CCNCC1)C(=O)OCc1ccccc1
    0.96, 7, 10, 4, 1.1, -7, -13, -4, 12
O=C(Oc1cccc2c(OC(=O)N3CCCC3)cccc12)N1CCCC1
    1.1, 13, 4, -5, 1.2, 28, -15, 14, -11
CCCn1c(SCC(=O)Nc2cc(S(=O)(=O)N3CCCCC3)ccc2C)n[nH]c1=O
    1.1, 21, 1, -12, 1.2, -5, -17, -4, 1
COCCOc1cc(Nc2nnc(C(F)(F)F)s2)c(Cl)cc1Cl
    0.95, 25, -22, 5, 0.96, 46*, 4, 23, -5
Cc1ccccc1-n1ncc2c1CC(C)(C)CC2NC(=O)c1ccncc1 (centres undefined)
    0.97, -3, 17, 3, 0.7, 17, 30, 12, -1
CCC(=O)c1cn(CC(=O)Nc2ccccc2)c2ccccc12
    1.3, 10, 9, -28, 0.98, -13, 2, 0, -1
O=C(c1cc(COc2ccc3ncccc3c2)on1)N1CCC(O)CC1
    0.94, 4, 4, 6, 0.9, 4, 10, 6, -2
COC(=O)CSc1cc(C(F)(F)F)nc(-c2ccccn2)n1
    1, 5, 11, 0, 1.2, 22, -17, -4, -8
CCOC(=O)C1=C(O)CCn2c1nc1ccccc12
    0.96, -15, 9, 4, 1, 10, -3, 5, 11
CCC(=O)c1ccc(OCC(=O)NCc2ccccc2CN2CCCC2)cc1
    1, 5, 0, -1, 1, 6, 0, 9, -5
COC(=O)N/N=C/c1cc(C)n(-c2ccc(Br)cc2)c1C
    1.1, -12, 24, -6, 1.1, 13, -8, 22, 8
CC(C)CC(=O)NCCc1ccncc1
    1, 6, 2, -1, 0.94, 2, 6, -2, -5
O=C(/C=C/c1ccccc1)N/C(=C/c1ccccc1)C(=O)NCCCO
    0.99, -15, 17, 1, 1.1, 11, -11, -3, -1
COC(=O)CCc1c(C)[nH]c(C(=O)OCc2ccccc2)c1C
    0.99, 28, 34, 1, 1.1, 1, -10, 3, -6
O=C(CSc1nnc(CNC(=O)c2ccccc2)o1)Nc1nccs1
    1, 11, 8, -5, 0.81, 10, 19, -4, 6
CC(C)C[C@H]1CN=C(Nc2ccccc2)N1CCCC1CCCCC1
    1.1, 17, 26, -12, 0.98, 11, 2, -3, 6
O=C(NCc1cccs1)C1CCCN(C(=O)Nc2ccc(F)cc2)C1 (centres undefined)
    1, -1, 16, -3, 1.2, -14, -18, -7, -3
COc1ccccc1N1CCN(C(=O)/C=C/c2ccc(C)cc2)CC1
    0.97, 6, 7, 3, 0.97, 14, 3, 17, -2
Cc1ccc(C)c(S(=O)(=O)Nc2ccccc2C(=O)Nc2ccccc2N2CCOCC2)c1
    0.95, 11, 4, 5, 0.78, 34, 22, 21, -15
O=C(Nc1nnc(S(=O)(=O)N2CCCC2)s1)c1ccccc1F
    0.91, 1, 8, 9, 0.92, 25, 8, 8, -10
Cc1ccc(C(=O)O/N=C2\CCCc3ccccc32)cc1
    0.94, 20, 14, 6, 1.1, 31, -9, 33, 43*
CC(C)(C)NC(=O)NC(=O)CN1CCN(C(c2ccccc2)c2ccccc2)CC1
    1, 11, 16, -1, 1.1, -26, -13, -1, -4
O=C(CSc1nnc2scc(-c3ccc(F)cc3)n12)NCc1ccco1
    0.92, -13, 10, 8, 1.1, 0, -7, 5, -3
O=C(CCN1C(=O)c2ccc([N+](=O)[O-])cc2C1=O)Nc1ccc(O)cc1C(=O)O
    1.1, -1, 10, -7, 0.97, 6, 3, 9, -12
CC1C(=O)N2CCCc3cc(NC(=O)C4CCCCC4)cc1c32 (centres undefined)
    0.98, 12, 5, 2, 1.1, -3, -13, 10, -5
CS(=O)(=O)c1ccc(C(=O)OCC(=O)NNC(=O)COc2ccc(Cl)cc2)cc1
    0.75, 3, 18, 25, 1.4, -15, -36, -8, 1
O=C(NC(=S)Nc1ccc2c(c1)OCCO2)c1ccccc1F
    1, 4, 11, 0, 0.97, 34, 3, 31, 14
O=C(C#Cc1ccccc1)NCc1ccccc1F
    0.94, 10, 32, 6, 0.73, 15, 27, -4, 6

Full records from above. Values in the order: mIAP act | Apaf1 inhib | NLRP3 yeast inh | mIAP block | hIAP activ | tim10-1 inh | hIAP inh | TIM10 inh | ATG4B inh
Cc1ccc(/C=N/n2c(C)nc3ccccc3c2=O)s1 across the screens: 1 | 6 | 21 | -1 | 0.96 | 16 | 4 | 7 | nt
COc1ccc(N(CC(=O)NCc2ccc(F)cc2)C(=O)CCC(=O)Nc2nccs2)cc1 across the screens: 0.98 | 21 | -11 | 2 | 0.99 | -10 | 1 | -33 | 5
